Screening data deposited in PubChem by several laboratories.
Bcl-xL primary: blocks human Bcl-xL binding to Bim BH3 peptide. Q07817. GST-Bcl-xL / FITC-Bim BH3 peptide fluorescence polarization. inhibition, % at 10.9 µM. 0.7% of 320,000 active;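 active means inhibition above the mean of all tested compounds plus 3 SD, cutoff set per campaign, cut at about 30% in these data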;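 further: 0% = DMSO wells and 100% = unlabeled Bim-BH3 peptide competitor; inhibitors lower millipolarization by displacing the labeled peptide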
Target sequence (Q07817 whole entry, looked up): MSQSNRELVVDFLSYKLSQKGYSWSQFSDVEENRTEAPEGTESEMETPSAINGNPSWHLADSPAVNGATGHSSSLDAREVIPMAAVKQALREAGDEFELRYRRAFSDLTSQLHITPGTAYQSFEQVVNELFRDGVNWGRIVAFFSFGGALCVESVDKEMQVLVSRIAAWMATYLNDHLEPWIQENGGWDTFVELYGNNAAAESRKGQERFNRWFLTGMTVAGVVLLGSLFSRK
MCL1-BIM inh: MCL1-BIM-BH3 interaction inhibition (human) | Q07820 | GST-MCL1 / FITC-Bim-BH3 fluorescence polarization | inhibition, % at 10.9 µM | 0.68% of 320,000 active;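 active means inhibition above the mean inhibition of all tested compounds plus 3 SD, set per campaign, cut at about 40% in these data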;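 further: 0% = DMSO wells and 100% = unlabeled Bim-BH3 peptide control; higher means more loss of mP so more displacement of Bim peptide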
Target sequence (Q07820 whole entry, looked up): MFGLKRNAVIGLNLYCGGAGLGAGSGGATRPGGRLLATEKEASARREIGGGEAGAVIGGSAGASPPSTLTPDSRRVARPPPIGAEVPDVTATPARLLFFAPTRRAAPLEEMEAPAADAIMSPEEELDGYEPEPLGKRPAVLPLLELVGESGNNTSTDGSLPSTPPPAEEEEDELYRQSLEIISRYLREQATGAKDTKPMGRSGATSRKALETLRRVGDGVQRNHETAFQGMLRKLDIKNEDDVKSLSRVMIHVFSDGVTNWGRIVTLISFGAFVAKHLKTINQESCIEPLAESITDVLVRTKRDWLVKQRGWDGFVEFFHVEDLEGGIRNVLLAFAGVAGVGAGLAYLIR
pPAFAH FP inh: pPAFAH (human) enzyme inhibition; Q13093; recombinant pPAFAH, FP-rhodamine probe fluorescence polarization; inhibition, % at 3.39 µM; 1.5% of 330,000 active;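 active means inhibition above the mean inhibition across the screen plus 3 SD, cut at about 25% in these data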;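 further: inhibitors block binding of the rhodamine activity-based probe so polarization drops; 0% = enzyme with DMSO and 100% = wells lacking pPAFAH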
PAFAH1B2 inh: PAFAH1B2 (human) inhibition; P68402; inhibition, % at 3.39 µM; recombinant PAFAH1B2, FP-rhodamine activity probe, fluorescence polarization; 1.2% of 340,000 active;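 active means inhibition above the mean of all tested compounds plus 3 SD, cut at about 24% in these data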;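 further: 0% = enzyme with DMSO and 100% = wells lacking PAFAH1B2; many of its hits are not listed in these tables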
AHR activator: activates the human aryl hydrocarbon receptor | AHR-responsive luciferase reporter cells, luminescence | activation, % at 5 µM | 2.5% of 320,000 active | P35869; in the data active means activation above about 47%;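 further: 0% = vehicle wells and 100% = reference agonist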
MEX-5 binding: C. elegans MEX-5 TCR-2 RNA binding activity | Q9XUB2 | MEX-5/FITC-TCR2 RNA binding, fluorescence polarization; active compounds read low | activity score (negative = inhibition of binding), % at 10 µM | 0.38% of 300,000 active | AID 1832;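 active means inhibition past about -25% in most replicates, and total fluorescence under double the plate's negative control median, limit read from the data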;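 further: 0% = DMSO and -100% = 5 µM competing unlabeled TCR2 RNA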
Fam108B inh: Fam108B inhibition, counter-screen for RBBP9 inhibitors. recombinant Fam108B, FP-Rh probe fluorescence polarization. inhibition, % at 9.51 µM. 0.33% of 300,000 active;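 active means inhibition above the screen mean inhibition plus 3 SD, computed separately per campaign, cut at about 18% in these data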;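 further: inhibitors lower polarization as less probe binds the enzyme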
PME-1 primary: PME-1 (human) inhibition. Q9Y570. recombinant PME-1, FP-Rh probe fluorescence polarization. inhibition, % at 5.9 µM. 0.53% of 320,000 active;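 active means inhibition above the campaign mean of all compounds plus 3 SD, cut at about 26% in these data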;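 further: competitive labeling of PME-1 active site by serine hydrolase directed probe; 0% = PME-1 with DMSO and 100% = wells lacking PME-1 enzyme; inhibitors block probe labeling so polarization falls and inhibition rises; many of its hits are not listed in these tables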
GLD-1 RNA inh: GLD-1-TGE RNA interaction inhibition (C. elegans); AID 2280; purified GLD-1 + fluorescein TGE RNA, fluorescence polarization; 0.44% of 320,000 active; inhibition, % at 5.96 µM; Q17339;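 active means percent inhibition above a per-plate cutoff, the plate mean of test compounds plus 3 SD, cut at about 30% in these data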;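 further: 0% = DMSO wells with GLD-1 and probe and 100% = wells lacking GLD-1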
Target sequence (Q17339 whole entry, looked up): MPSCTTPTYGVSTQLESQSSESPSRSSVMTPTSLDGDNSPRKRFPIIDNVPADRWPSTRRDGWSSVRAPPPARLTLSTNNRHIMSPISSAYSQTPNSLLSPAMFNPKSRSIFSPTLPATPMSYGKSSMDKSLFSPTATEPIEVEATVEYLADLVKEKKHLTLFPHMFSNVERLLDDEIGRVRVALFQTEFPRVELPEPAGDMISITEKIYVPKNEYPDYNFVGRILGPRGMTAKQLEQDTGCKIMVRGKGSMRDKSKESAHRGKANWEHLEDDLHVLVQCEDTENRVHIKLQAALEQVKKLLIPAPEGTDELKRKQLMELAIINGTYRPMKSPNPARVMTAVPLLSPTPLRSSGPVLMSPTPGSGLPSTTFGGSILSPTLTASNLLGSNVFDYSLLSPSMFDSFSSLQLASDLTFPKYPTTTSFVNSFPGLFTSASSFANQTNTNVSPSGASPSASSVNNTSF
Starred values were filed as active, the others as inactive; . = no result given. This is a subset; rates above refer to the full screens.

SMILES	Bcl-xL primary	MCL1-BIM inh	pPAFAH FP inh	PAFAH1B2 inh	AHR activator	MEX-5 binding	Fam108B inh	PME-1 primary	GLD-1 RNA inh
O=C1N[C@@H](Cc2ccccc2)C(=O)N2[C@@H]1C[C@]1(Br)c3ccccc3N(S(=O)(=O)c3ccccc3)[C@H]21	-5.5	0.3	3.8	.	2.7	1.4	1.4	4.9	-0.6
CCC1CCCCN1C(=O)CCc1nnc(Cc2cc(OC)ccc2OC)o1 (stereo unspecified)	3.9	1.8	-0.6	2.6	12.2	-2.0	0.6	-2.4	-2.9
CCCc1nc2sc3ccccc3c(=O)c2c(=O)n1CCOC	0.4	2.0	-0.5	.	0.9	-1.3	-0.1	5.4	2.8
O=C(CSc1ccc(C(F)(F)F)cc1[N+](=O)[O-])Nc1ccccc1	-2.6	0.2	-9.6	1.1	48.0*	-0.1	-0.9	-4.8	-6.1
CCCCn1c(N)c(N(CC(C)C)C(=O)c2cc3c(s2)CCCCC3)c(=O)[nH]c1=O	-7.7	-21.1	3.8	0.4	1.4	-2.3	0.9	3.9	0.0
O=C(Oc1ccccc1C(=O)Nc1ccccc1)c1ccccc1Br	-0.2	-4.7	3.8	6.3	18.3	-0.6	0.9	0.1	3.8
CN(CCc1ccccn1)C(=O)CCC1CCCN(C(=O)c2ccccn2)C1 (stereo unspecified)	5.1	6.9	0.9	0.3	-1.5	.	0.9	0.5	3.8
Cc1cc(C)cc(OCC(=O)NCC2CCCO2)c1 (stereo unspecified)	-1.4	1.1	-0.2	0.9	0.6	0.4	3.2	-0.8	8.0
Cc1ccc(CSc2nc3ccccc3c(=O)n2CCCC(=O)NCc2ccco2)cc1	10.1	-2.5	-2.4	-0.1	2.3	1.4	-1.7	-3.5	7.2
COc1cccc(OCC(O)CN2CC(C)CC(C)C2)c1 (stereo unspecified)	5.6	-4.2	2.1	1.6	1.9	1.4	-3.7	-0.7	0.0
CCc1cccc(OC2OC(CO)C(O)C(O)C2NC(C)=O)c1 (stereo unspecified)	-2.0	-8.3	-2.6	-1.3	0.9	-1.2	1.7	-6.9	-3.1
O=C(CSc1ccc(F)cc1)NC12CC3CC(CC(C3)C1)C2	5.0	2.9	4.6	7.3	1.9	1.3	-1.0	-5.7	-0.9
CCN(CC(=O)Nc1c(F)cccc1F)C(=O)Cc1n[nH]c(=O)c2ccccc12	2.0	2.9	-2.3	2.7	0.3	-1.4	-1.8	-2.6	4.5
CCc1ccc(NC(=O)c2cc(C)on2)cc1	1.7	2.8	0.6	-0.8	-0.9	0.7	2.2	3.1	2.4
COC(=O)c1cccc(NC(=O)C(C)N2C(=O)c3ccccc3C2=O)c1 (stereo unspecified)	2.5	1.3	-1.1	-1.3	0.8	0.5	-0.8	-7.0	2.8
COc1ccc(O)c(-c2[nH]ncc2C(=O)c2ccccc2)c1	2.0	-0.8	1.1	2.4	3.4	-1.6	0.2	-2.9	3.0
O=C(Cn1ccc2ccccc2c1=O)NCCC(=O)Nc1ccc(F)cc1F	0.2	-0.5	4.2	2.5	-1.0	0.3	1.3	-0.2	-1.3
O=C(C[C@H]1C/C=C\CC[C@@H](Cc2ccc(F)cc2)C(=O)O[C@H](c2ccccc2)CNC1=O)N[C@H](CO)Cc1ccccc1	.	.	-0.8	8.3	0.7	.	.	.	5.1
COc1ccc2[nH]c(C)c(CCNC(=S)Nc3cccc(C)c3)c2c1	2.4	9.0	11.8	-2.2	-9.4	-1.6	5.4	11.6	-0.1
CS(=O)(=O)N1CCC(C(=O)Nc2ccc(Cl)cc2)CC1	-0.7	-11.2	-3.0	3.6	0.1	-1.9	1.2	-0.3	-4.3
Cc1ccc(S(=O)(=O)N2CCN(C(=O)CN3C(=O)NC4(CCCC4)C3=O)CC2)c(C)c1	-9.9	-31.8	3.6	1.8	2.6	-0.8	3.6	5.0	-2.6
CCCCC(=O)N(CCOC)c1nnc(-c2ccccc2C)s1	8.4	7.5	6.4	-2.9	4.0	1.5	-2.5	-4.0	-3.0
CCCCCCCC(=O)N/N=C/c1ccncc1	1.4	1.9	-0.4	4.0	9.6	3.3	0.1	1.1	-0.2
CCCCN1C(=O)CC(C(=O)O)C1c1ccc(OC)cc1 (stereo unspecified)	4.4	-1.8	5.4	5.6	0.3	4.1	-1.9	2.8	0.1
Cc1cccc(NC(=O)CSc2nc(-c3ccccc3)c(C#N)c(=O)[nH]2)c1C	0.7	5.3	14.2	4.0	-1.2	-1.1	-1.9	-0.7	8.6
CCN1CCC2(CC1)N=C(c1ccc(F)cc1)C(=S)N2C(=O)c1ccc(C)cc1	5.2	-0.4	-1.1	-1.6	1.4	0.4	1.1	-3.1	7.8
CNS(=O)(=O)c1ccc(C(=O)NCC(=O)NCC2COc3ccccc3O2)cc1 (stereo unspecified)	0.6	-5.3	2.8	6.3	2.9	.	.	-2.6	3.4
COc1cc(OC)cc(C(=O)NCCCCCCNC(=O)c2cc(OC)cc(OC)c2)c1	44.4*	48.5*	8.4	-0.9	4.0	.	.	8.0	24.2
CC12CN(Cc3ccccc3)CC(C)(CN(Cc3ccccc3)C1)C2=O	3.6	0.3	0.5	8.1	0.9	-0.3	-3.4	3.7	6.8
O=C(Cc1c(O)c2ccccc2[nH]c1=O)NCc1ccccc1F	6.2	-2.2	4.2	-5.7	5.1	-2.1	0.0	0.7	-0.8
Cc1ccc(C(=O)N2CCN(C)CC2)cc1S(=O)(=O)N1CCOCC1	-1.2	4.9	-2.0	0.7	1.6	1.6	5.2	2.1	-0.8
CCCCCC(=O)N/N=C(\C)c1ccccn1	-4.5	-4.3	4.7	3.7	1.9	-0.8	1.6	-5.0	1.8
CCC(C)(C)NC(=O)C(c1ccc(OC)cc1)N(C(=O)CCC(=O)Nc1cc(C)on1)c1ccc(OC)c(OC)c1 (stereo unspecified)	5.3	1.4	4.4	1.6	-1.2	0.9	4.7	-3.0	-5.7
O=c1oc2ccccc2cc1-c1nnc(NCc2ccco2)s1	15.4	7.9	7.9	-0.1	-8.7	-3.6	-5.0	15.2	5.8
CCOC(=O)C1=C(OCc2ccc(Cl)cc2)C2C=C(C)C=CC2N=C1 (stereo unspecified)	0.9	7.0	3.0	5.2	-2.6	0.5	2.8	-2.4	2.6
COC(=O)c1ccc(NC(=S)NN2CCOCC2)cc1	-1.6	0.0	2.7	3.6	2.6	-0.4	-0.1	-5.3	-0.8
Cc1cc(NC(=O)c2c(Cl)c(C)nn2C)no1	0.0	1.1	2.1	3.2	12.4	-0.1	-1.4	-7.3	2.2
O=C(CN1CCN(c2ccc(O)cc2)CC1)Nc1ccccc1C(=O)NCCc1ccccc1	11.5	12.2	16.5	-2.0	74.4*	.	.	7.4	0.8
COC(=O)c1nc2cc3c(cc2c(C)c1C(=O)OC)OCO3	5.8	10.9	0.2	3.2	1.3	2.6	-3.3	-0.7	2.2
COc1ccc(CNC(=O)Nc2cc(C)ccc2C)cc1	-4.4	-3.6	-2.7	5.5	4.0	0.5	2.2	-0.7	7.3
Cn1c(N)c(C(=O)COC(=O)c2ccc3c(c2)OCCO3)c(=O)n(C)c1=O	4.7	3.7	0.8	-6.0	-0.4	-1.8	-3.6	-2.0	1.5
O=C(Nc1ccncc1)C1CCN(S(=O)(=O)c2ccc(Cl)cc2)CC1	1.7	2.7	9.9	23.0	6.6	-0.3	1.2	11.4	5.2
COC(=O)CC1SC(=O)NC1=Nc1ccc(O)cc1 (stereo unspecified)	8.7	7.5	1.9	-1.4	0.1	1.6	-2.5	-4.9	-0.5
COc1ccc(C(=O)N=c2nc3ccccn3s2)cc1	3.3	0.1	-1.1	-3.3	27.7	1.1	1.6	-3.4	-1.1
COc1ccc(S(=O)(=O)Nc2ccc(S(=O)(=O)N3CCOCC3)cc2)cc1C	1.1	-8.1	-4.2	-1.5	-1.9	-0.3	-0.4	-5.8	5.6
CCOc1ccc(S(N)(=O)=O)cc1-c1nc2c(C(C)(C)C)nn(C)c2c(=O)[nH]1	-0.2	-1.1	0.8	2.0	7.0	-0.5	-0.8	-3.9	9.4
CC(C)N=C(NS(=O)(=O)c1ccccc1)C(Cl)(Cl)Cl	2.9	-0.8	2.4	-0.2	1.2	1.3	2.5	0.3	2.0
O=C1CC(c2ccccc2)=Nc2ccc(Br)cc2N1	-1.6	-9.1	1.7	1.0	20.6	2.7	2.0	1.5	5.9
O=c1c2cc3c(=O)n(CC4CCCO4)c(=O)c3cc2c(=O)n1CC1CCCO1 (stereo unspecified)	-1.7	-1.7	-1.8	2.9	-1.8	-2.1	0.2	-2.4	-4.8
N=C1C(c2nc3ccccc3[nH]2)=C(O)CN1c1ccccc1	0.8	4.8	3.1	1.6	0.6	-4.6	-0.8	4.8	1.7
COc1ccc(Nc2nc(NC(C)(C)C)nc(N3CCCC3)n2)c(OC)c1	-0.4	0.6	7.8	3.6	6.7	0.0	2.2	6.9	10.6
Cc1ccccc1/C=N\NC(=O)c1ccc(Cn2cccn2)o1	-1.5	2.2	4.6	1.6	37.2	-0.7	-2.7	2.9	0.1
CC(OC(=O)C1=COCCO1)C(=O)NC1(C#N)CCCCC1 (stereo unspecified)	.	.	0.4	4.7	0.7	.	.	.	-1.8
Cc1ccc(S(=O)(=O)N2CCN(c3c([N+](=O)[O-])cc(C(F)(F)F)cc3[N+](=O)[O-])CC2)cc1	4.1	7.0	2.1	2.5	3.8	-0.5	5.9	-5.4	2.1
C[C@H](CO)N1C[C@H](C)[C@@H](CN(C)C(=O)NC2CCCCC2)Oc2ccc(NS(=O)(=O)c3cccs3)cc2C1=O	.	.	6.8	3.0	-0.8	.	.	.	0.8
CCS(=O)(=O)C1=NN2C(=N)/C(=C\c3ccc(OS(=O)(=O)c4ccccc4)c(OC)c3)C(=O)N=C2S1	0.7	3.1	7.1	.	3.0	-5.9	-14.4	-16.5	-2.1
O=C(CSCc1ccc(F)cc1)N1CCOCC1	4.3	7.3	0.4	-2.0	-0.3	.	-3.4	1.0	-0.9
CC(=O)Nc1ccc(Oc2nc(C)cc(C)n2)cc1	3.9	-2.8	1.1	-4.2	2.0	-2.0	2.7	0.8	0.7
CC(=O)c1cccc(NC(=O)C2COc3ccccc3O2)c1 (stereo unspecified)	1.5	-7.3	8.3	-0.2	3.6	-0.9	-1.6	0.3	-0.2
Cc1noc(C)c1COC(=O)c1ccc(N(C)C)cc1	-0.4	0.1	3.7	3.2	1.3	0.4	0.8	4.4	6.0

(continued)
SMILES	Bcl-xL primary	MCL1-BIM inh	pPAFAH FP inh	PAFAH1B2 inh	AHR activator	MEX-5 binding	Fam108B inh	PME-1 primary	GLD-1 RNA inh
CC(C)(C)OC(=O)C[C@H]1C/C=C\C[C@@H](CC(=O)N(CCO)Cc2ccccc2)C(=O)NCCOC1=O	.	.	2.0	7.0	-0.3	.	.	.	-0.9
CC(=O)Nc1ccc(C2=NN(c3ccccc3)C(c3cccs3)C2)cc1 (stereo unspecified)	0.0	2.2	15.9	-2.4	3.4	0.2	1.5	5.8	-4.3
Cc1[nH]c2ccccc2c(=O)c1C(=O)/C=C/c1ccccc1	6.3	3.2	-1.6	-0.9	-1.8	0.1	-4.0	-5.7	2.2
COc1ccc(OCC(=O)Nc2nc3cc4c(cc3s2)OCCO4)cc1	.	.	-1.1	-8.7	3.3	.	.	.	3.3
COc1c2c(cc3oc(=O)c4c5ccc(O)cc5oc4c13)OC(C)(C)CC2	-7.6	-10.0	2.6	1.8	4.5	0.8	1.7	0.1	0.0
O=C(N/N=C/c1ccc(Br)cc1)c1cc[n+](Cc2ccccc2)cc1	3.8	10.1	1.8	2.7	24.9	-2.5	-0.1	0.9	-4.0
